Source: PubChem BioAssay (several laboratories)
Ba/F3 V617F tox: reduced viability of JAK2V617F-dependent Ba/F3 cells, primary screen, JAK2V617F inhibitor project, cell-based, Ba/F3 EpoR-JAK2V617F, luminescence; ATP luminescence; inhibition, % at 5.6 µM; actives 1.1% (n = 220,000); AID 1446, 2008;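 active means inhibition above the campaign mean plus 3 SD over all tested compounds, cut at about 24% in these data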;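 further: cytokine-independent growth of Ba/F3 cells driven by EpoR plus mutant JAK2; 0% = DMSO-treated cells and 100% = JAK inhibitor I control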
S1P4 antag: S1P4 receptor antagonists, primary screen, cell-based | Sphingosine 1-phosphate receptor 4 (Homo sapiens), O95977 | S1P4-expressing cells, antagonist mode, reporter read-out | inhibition, % at 4.98 µM | actives 0.26% (n = 220,000) | AID 1510, 2009; in the data active means inhibition above about 29%;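 further: 0% = wells stimulated with agonist and 100% = vehicle wells without agonist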
S1P4 ag: S1P4 receptor agonists, primary screen, cell-based. AID 1509, 2009. activation, % at 4.98 µM. S1P4-expressing cell line, agonist reporter assay. Sphingosine 1-phosphate receptor 4 (Homo sapiens), O95977. actives 0.35% (n = 220,000); in the data active means activation above about 11%;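 further: 0% = DMSO vehicle and 100% = reference agonist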
NPY2 pot ag: NPY-Y2 potentiators or agonists, primary screen, cell-based. Neuropeptide Y receptor type 2 (Homo sapiens), P49146. cells expressing NPY-Y2, potentiator/agonist read-out. activation, % at 3.6 µM. actives 0.45% (n = 220,000); in the data active means activation above about 27%;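 further: cells stimulated with NPY near EC25 plus isoproterenol at EC100; 0% = vehicle plus submaximal agonist and 100% = vehicle plus saturating agonist; some results beyond the cut were filed as inactive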
Target sequence (P49146 whole entry, looked up): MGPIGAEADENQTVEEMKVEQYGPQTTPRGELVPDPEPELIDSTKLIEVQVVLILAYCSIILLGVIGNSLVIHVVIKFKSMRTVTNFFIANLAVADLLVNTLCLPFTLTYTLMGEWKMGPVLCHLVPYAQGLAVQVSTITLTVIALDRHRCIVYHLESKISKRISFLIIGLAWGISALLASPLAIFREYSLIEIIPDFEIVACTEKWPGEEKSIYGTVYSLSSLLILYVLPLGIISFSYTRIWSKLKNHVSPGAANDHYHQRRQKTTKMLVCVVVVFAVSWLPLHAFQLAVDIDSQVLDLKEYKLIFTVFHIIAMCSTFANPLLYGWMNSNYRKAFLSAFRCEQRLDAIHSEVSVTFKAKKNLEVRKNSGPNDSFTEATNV
NPY-Y1 antag: NPY-Y1 receptor antagonists, primary screen, cell-based. HEK293-CNG Y1 cells, membrane potential fluorescence; NPY at EC95, then isoproterenol. actives 1% (n = 200,000). AID 1040, 2008. inhibition, % at 3.6 µM;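 active means inhibition above the campaign mean inhibition of all tested compounds plus 3 SD, cut at about 20% in these data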;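 further: 0% = DMSO wells given NPY plus isoproterenol and 100% = isoproterenol alone without NPY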
Target sequence (P25929 whole entry, looked up): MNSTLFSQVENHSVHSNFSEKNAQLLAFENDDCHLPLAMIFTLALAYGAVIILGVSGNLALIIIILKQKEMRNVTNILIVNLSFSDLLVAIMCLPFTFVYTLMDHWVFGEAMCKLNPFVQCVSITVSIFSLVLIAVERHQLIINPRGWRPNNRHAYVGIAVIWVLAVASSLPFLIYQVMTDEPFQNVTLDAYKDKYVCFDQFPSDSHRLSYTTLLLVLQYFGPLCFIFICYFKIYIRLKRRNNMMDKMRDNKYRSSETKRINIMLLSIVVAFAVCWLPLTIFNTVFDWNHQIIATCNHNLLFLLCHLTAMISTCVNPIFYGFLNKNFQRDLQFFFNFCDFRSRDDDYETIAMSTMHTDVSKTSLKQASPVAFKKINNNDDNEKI
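material = HEK293 cells with Y1 receptor plus CNG channel | also added = NPY 25 nM then isoproterenol 1 µM plus Ro 20-1724 25 µM | schedule = dye 3 h, compound 60 min room temperature, stimulation 45 min | measured by = membrane potential fluorescence | benchmarks = high control isoproterenol alone, low control NPY with isoproterenol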
NPY-Y1 PAM-ag: NPY-Y1 receptor potentiators or agonists, primary screen, cell-based. activation, % at 3.6 µM. NPY-Y1 expressing cells, potentiator/agonist activation. actives 0.37% (n = 220,000). Neuropeptide Y receptor type 1 (Homo sapiens), P25929. AID 1304, 2008; in the data active means activation above about 33%, passing the limit was not always enough;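 further: cells stimulated with NPY at EC10 then isoproterenol at EC100; 0% = low agonist plus stimulus and 100% = saturating agonist plus stimulus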
Runt-CBFb FRET: inhibitors of RUNX1 Runt–CBFb binding, primary screen, biochemical, FRET, Cerulean-Runt, Venus-CBFb, uHTS; Runt-related transcription factor 1 (Homo sapiens) + Core-binding factor subunit beta …; Cerulean-Runt/Venus-CBFb FRET ratio 530/480, 1 h; inhibition, % at 20 µM; actives 0.46% (n = 220,000); AID 1496, 2009;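 active means inhibition over about 50% at 20 µM in the single-dose screen, limit read from the data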;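 further: 0% = DMSO wells and 100% = excess unlabeled CBFb competitor control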
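Buffer or medium: Tris pH 7.5 buffer with BSA. Assay system: Cerulean-labeled Runt domain protein. Amount: each fluorescent fusion protein 100 nM. Read-out basis: loss of energy transfer signal. Incubation: 1 h compound exposure, room temperature. Probe or stimulus: Venus-CBFb binding partner, 100 nM. Detection: FRET, excitation 422 nm, emission at 530 and 480 nm.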
RBBP9 inhibitor: human RBBP9 inhibitors, primary screen, biochemical, fluorescence polarization, FP-Rh probe, HTS; actives 0.2% (n = 220,000); AID 1515, 2009; recombinant RBBP9; Serine hydrolase RBBP9 (Homo sapiens), O75884; inhibition, % at 7.94 µM;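 active means inhibition above the campaign mean of all tested compounds plus 3 SD, cut at about 14% in these data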;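 further: plate controls were DMSO wells with RBBP9 for no effect and wells lacking RBBP9 protein for full effect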
Target sequence (O75884 whole entry, looked up): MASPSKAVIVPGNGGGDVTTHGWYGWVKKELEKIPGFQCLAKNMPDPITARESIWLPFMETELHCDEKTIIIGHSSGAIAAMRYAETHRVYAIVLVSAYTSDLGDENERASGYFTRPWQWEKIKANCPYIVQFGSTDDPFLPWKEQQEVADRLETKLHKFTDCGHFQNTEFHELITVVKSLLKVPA
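System: RBBP9 protein / Buffer or medium: Tris/NaCl buffer pH 8.0 with 0.1% Pluronic / Probe or stimulus: Serine-hydrolase probe FP-Rh, 375 nM pre-mixing / Dosing: 7.94 µM single dose, 0.794% DMSO / Times: enzyme-compound preincubation 30 min, then probe labeling 45 min, 25 °C / Technique: fluorescence polarization (mP), excitation 525 nm, emission 598 nm / Replication: singlicate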
BaF3 tox: parental Ba/F3 cell viability inhibition, counter-screen for JAK2V617F inhibitor project, murine pro-B, CellTiter-Glo luminescence | CellTiter-Glo ATP luminescence | inhibition, % at 5.6 µM | actives 1.1% (n = 220,000);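 active means inhibition above a per-campaign cutoff, the mean inhibition of all tested compounds plus 3 SD, cut at about 27% in these data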;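 further: 0% = DMSO wells and 100% = JAK Inhibitor I control wells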
Starred values were filed as active, the others as inactive; . = no result given.

Screens by letter – A = Ba/F3 V617F tox; B = S1P4 antag; C = S1P4 ag; D = NPY2 pot ag; E = NPY-Y1 antag; F = NPY-Y1 PAM-ag; G = Runt-CBFb FRET; H = RBBP9 inhibitor; I = BaF3 tox
COc1ccc(N2CCN(C(CNS(=O)(=O)c3cc(F)ccc3F)c3cccnc3)CC2)cc1 (configuration not stated)
  A: -2; B: -8; C: 3.7; D: 3; E: -9; F: 2; G: 5; H: 3; I: 4
COc1ccc(C(=O)CSc2nnc(NC(=O)C3CC(=O)N(c4ccccc4C)C3)s2)cc1 (configuration not stated)
  A: -1; B: -6; C: 2.5; D: 6; E: 0; F: 16; G: -4; H: -17; I: 2
CCCn1c(SCCN2C(=O)c3ccccc3C2=O)n[nH]c1=O
  A: 4; B: 8; C: -2.8; D: 4; E: 7; F: -14; G: -2; H: -5; I: 7
Cc1c(Cl)cnc(NC(=O)COC(=O)CCC(=O)c2cccs2)c1Cl
  A: 1; B: -9; C: -2.1; D: 6; E: 7; F: -18; G: 0; H: -3; I: 5
O=S(=O)(NCc1ccccn1)c1cc(C(F)(F)F)ccc1Cl
  A: 6; B: -8; C: 0.2; D: -8; E: -2; F: -11; G: -3; H: -2; I: 12
Cc1cc(-c2c(C)[nH]n(-c3ccccc3)c2=O)n(-c2ccccc2)n1
  A: -6; B: 7; C: -3.1; D: 17; E: 5; F: -8; G: -3; H: -6; I: -1
CCN(CC)N=Nc1[nH]nc2nc(C)cc(C)c12
  A: -2; B: -18; C: 2.0; D: 3; E: 7; F: -4; G: 2; H: -4; I: 4
CC(C)CCNC(=O)c1cc2c(s1)-c1ccccc1S(=O)(=O)C2
  A: 2; B: 10; C: -0.1; D: -11; E: .; F: -4; G: 0; H: -7; I: 4
CC(=O)Nc1ccc(S(=O)(=O)Nc2ccc(F)c([N+](=O)[O-])c2)cc1
  A: -4; B: -13; C: -0.6; D: 2; E: -1; F: 4; G: -1; H: -7; I: -1
S=C1NC2=C(CCCC2=C2SCCS2)C(c2ccccc2)N1 (configuration not stated)
  A: -5; B: 26; C: 2.0; D: 13; E: 2; F: 7; G: -7; H: -8; I: -2
CC(C)(C)OC(=O)N1CCC(C(=O)N[C@H](Cc2ccccc2)C(=O)O)CC1
  A: -3; B: -11; C: 0.3; D: 8; E: 2; F: 12; G: 1; H: -10; I: 3
Cc1ccc(N=Nc2c(N)nn3c(C)cc(C)nc23)cc1
  A: -1; B: -11; C: 0.1; D: 10; E: 2; F: 0; G: -2; H: -8; I: 6
O=[N+]([O-])c1ccn(-c2nc(-c3cccs3)cc(C(F)(F)F)n2)n1
  A: 2; B: -23; C: -0.3; D: -11; E: -1; F: -12; G: -2; H: -2; I: 5
CN1C(=O)CSc2ccc(NC(=O)NCc3ccco3)cc21
  A: 1; B: -12; C: 0.8; D: -4; E: 11; F: 11; G: -1; H: -10; I: 3
O=C(CSC1=NC(=O)C(Cc2ccccc2)C(=O)N1)NC1CCCCC1 (configuration not stated)
  A: 1; B: -20; C: -1.5; D: -4; E: -3; F: 2; G: -1; H: -7; I: -1
CC(=O)c1cccc(NC(=O)C2CCN(S(C)(=O)=O)CC2)c1
  A: 0; B: -16; C: 1.5; D: -2; E: 2; F: -20; G: 2; H: -8; I: 1
Cc1ccc(N2NC(C)(c3cccs3)NC2=S)cc1 (configuration not stated)
  A: -3; B: -15; C: 3.2; D: -8; E: -1; F: -12; G: 2; H: -9; I: 3
C/C(=C\c1ccccc1)CN1CCC(C(=O)N2CCCC(C)C2)CC1 (configuration not stated)
  A: -1; B: -15; C: -1.8; D: -4; E: -1; F: 1; G: -2; H: -3; I: 3
CC(C)c1ccc(-c2cc(C(=O)NN3CCN(C)CC3)c3ccccc3n2)cc1
  A: -1; B: -10; C: 0.6; D: -6; E: 9; F: -8; G: 1; H: -1; I: 1
Clc1cccc(N2CCN(c3nnnn3-c3ccccc3)CC2)c1
  A: -1; B: -4; C: -0.2; D: -23; E: 8; F: -5; G: -1; H: -8; I: 4
C=CCN=C1S/C(=C\c2ccc(N(C)C)cc2)C(=O)N1CC=C
  A: -1; B: 11; C: -0.4; D: -9; E: .; F: 13; G: -18; H: -3; I: -4
Cn1c(SCC(=O)OC2CCCCC2)nnc1-c1ccco1
  A: 1; B: -12; C: -0.3; D: 1; E: 9; F: 11; G: -2; H: -3; I: 2
CCOc1ccc(NC(=O)c2ccc(N)cc2)cc1
  A: -2; B: -1; C: 0.6; D: -6; E: 4; F: 5; G: -1; H: -5; I: 7
C=CCOc1ccc(/C(O)=C2/C(=O)C(=O)N(CCCn3ccnc3)C2c2cccs2)cc1 (configuration not stated)
  A: 3; B: -7; C: 2.6; D: -11; E: 1; F: -10; G: -2; H: 1; I: 2
NS(=O)(=O)c1ccc(NC(=S)Nc2ccc(S(=O)(=O)N3CCCC3)cc2)cc1
  A: 5; B: -5; C: -0.8; D: -12; E: -5; F: -1; G: 1; H: -5; I: 8
NS(=O)(=O)c1ccc(CCNC(=O)C2CCN(S(=O)(=O)c3ccccc3)CC2)cc1
  A: -3; B: -7; C: -0.6; D: 1; E: 8; F: 9; G: 0; H: -10; I: 4
COc1ccc(/C=C/C(=O)NC2CCCCCCC2)cc1S(=O)(=O)N1CCOCC1
  A: 4; B: -11; C: 0.1; D: -10; E: 3; F: -20; G: 3; H: -9; I: 5
Cn1cnnc1SCC(=O)c1c(N)n(Cc2ccccc2)c(=O)n(C)c1=O
  A: 0; B: -10; C: -0.8; D: -6; E: 6; F: -13; G: 0; H: -11; I: 5
Nc1nc(-c2cccc(NS(=O)(=O)c3ccccc3)c2)cs1
  A: -2; B: 0; C: -3.6; D: -9; E: 1; F: -13; G: 0; H: -5; I: 6
CCOC(=O)c1ccc2c(c1)nc(C1CCN(S(=O)(=O)c3cccs3)CC1)n2CC
  A: 1; B: 4; C: 0.9; D: -25; E: 7; F: -5; G: -2; H: -8; I: 13
O=C(N/N=C\C=C\c1ccc2c(c1)OCO2)C1COc2cc3ccccc3cc2O1 (configuration not stated)
  A: 2; B: 8; C: 0.5; D: -20; E: 11; F: -10; G: 1; H: -3; I: 2
Cc1cc(Cl)c(S(=O)(=O)NCC2CCCO2)cc1OCC(=O)NC1CCCCC1 (configuration not stated)
  A: -2; B: -6; C: -2.8; D: -3; E: 5; F: 9; G: 1; H: -5; I: 4
CC1CCCCC1NC(=O)c1ccc(S(=O)(=O)N2CCCC2)cc1 (configuration not stated)
  A: 3; B: 3; C: 2.1; D: 4; E: -2; F: -15; G: 0; H: -4; I: 12
O=C(Nc1c2c(nc3ccccc13)CCCC2)c1ccccc1F
  A: -3; B: 13; C: -0.8; D: -2; E: 5; F: -5; G: 2; H: -2; I: 1
Cc1cccc(NC(=O)C(=O)NCc2ccc3c(c2)OCO3)c1C
  A: -2; B: -5; C: 0.9; D: 1; E: 11; F: -11; G: 0; H: 1; I: 1
O=C(NCc1ccncc1)C(=O)N/N=C/c1ccccc1OCc1ccccc1
  A: 0; B: 3; C: 0.4; D: 11; E: 0; F: 6; G: -1; H: -2; I: 5
CC(=O)OC1COC(n2ccc3cc([N+](=O)[O-])ccc32)C(OC(C)=O)C1OC(C)=O (configuration not stated)
  A: -1; B: -9; C: -0.9; D: 15; E: -1; F: 9; G: -1; H: -1; I: 2
CCOC(=O)C(c1ccccc1)C(Nc1ccc(F)cc1)c1ccccn1 (configuration not stated)
  A: 1; B: 0; C: 0.6; D: -11; E: .; F: -16; G: -3; H: 2; I: 0
CCN(C(=O)Cc1nc(N)n[nH]1)C1(C(=O)Nc2ccccc2)CCCCC1
  A: 2; B: -11; C: 1.9; D: -10; E: -3; F: 8; G: 2; H: 5; I: 6
Cc1cc(NC(=O)CSc2nnnn2-c2ccc(C)c(C)c2)no1
  A: 1; B: -6; C: 0.7; D: -10; E: 10; F: -18; G: 0; H: -6; I: 6

Some of the entries so far, with bars between the fields.
SMILES | Ba/F3 V617F tox | S1P4 antag | S1P4 ag | NPY2 pot ag | NPY-Y1 antag | NPY-Y1 PAM-ag | Runt-CBFb FRET | RBBP9 inhibitor | BaF3 tox
CCN(C(=O)Cc1nc(N)n[nH]1)C1(C(=O)Nc2ccccc2)CCCCC1 | 2 | -11 | 1.9 | -10 | -3 | 8 | 2 | 5 | 6
Cc1cc(NC(=O)CSc2nnnn2-c2ccc(C)c(C)c2)no1 | 1 | -6 | 0.7 | -10 | 10 | -18 | 0 | -6 | 6
O=C(N/N=C\C=C\c1ccc2c(c1)OCO2)C1COc2cc3ccccc3cc2O1 (configuration not stated) | 2 | 8 | 0.5 | -20 | 11 | -10 | 1 | -3 | 2
O=C(Nc1c2c(nc3ccccc13)CCCC2)c1ccccc1F | -3 | 13 | -0.8 | -2 | 5 | -5 | 2 | -2 | 1

(continued)
Screens by letter – A = Ba/F3 V617F tox; B = S1P4 antag; C = S1P4 ag; D = NPY2 pot ag; E = NPY-Y1 antag; F = NPY-Y1 PAM-ag; G = Runt-CBFb FRET; H = RBBP9 inhibitor; I = BaF3 tox
O=C(Nc1ccc(N2CCN(C(=O)c3ccco3)CC2)c(Cl)c1)c1cccs1
  A: -5; B: -4; C: 6.5; D: -8; E: 3; F: -21; G: 1; H: -1; I: 0
Cc1ccc(S(=O)(=O)N2CCC(NC(=O)c3cccc(C)c3)CC2)cc1
  A: 0; B: -17; C: 0.1; D: -15; E: 4; F: 1; G: -1; H: -3; I: 6
O=C(Cn1nnc(-c2ccccc2NC(=O)C2CC2)n1)NC1CCCCC1
  A: -2; B: -1; C: 0.4; D: 4; E: -2; F: -6; G: -2; H: 1; I: 2
O=C(NCc1ccccc1)c1cncc(Br)c1
  A: -3; B: -21; C: -0.6; D: -8; E: 8; F: 0; G: -1; H: -10; I: 5
Cc1cc(O)ccc1-c1cnc2ccccc2n1
  A: -1; B: -1; C: 0.8; D: 26; E: -1; F: 19; G: 5; H: -4; I: 8
CC(C)Cc1nc(NCCN2CCOCC2)c(C#N)c2c1COC(C)(C)C2
  A: 1; B: 4; C: -1.3; D: -13; E: -1; F: -25; G: -2; H: 3; I: 6
O=C(CNC(=O)c1ccccc1F)N/N=C/c1cn[nH]c1-c1ccccc1
  A: 1; B: -1; C: 1.7; D: 1; E: 0; F: -25; G: 0; H: -8; I: 4
CC1CCN(C(=O)C2CCN(S(=O)(=O)c3cccc4nsnc34)CC2)CC1
  A: 4; B: -10; C: -0.5; D: 3; E: -1; F: -4; G: .; H: -2; I: 8
